Screening data from PubChem BioAssay.
SENP1 inh: blocks the human SENP1 SUMO protease catalytic domain. inhibition, % at 10 µM. recombinant SENP1 catalytic domain, CyPet-SUMO1-YPet FRET cleavage. 0.21% of 360,000 active;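 active means inhibition at least 30% at 10 µM, raw YFP signal under a set limit, fluorescence ratio 0.5 to 1.5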;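 further: 0% = enzyme with DMSO and 100% = no enzyme wells; some results filed as inactive read as strong as hits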
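Test system: hSENP1 catalytic domain, recombinant; Amount: 20 pM final SENP1 enzyme; Medium: Tris pH 8 buffer plus EDTA, NaCl, BME, BSA, NP40, catalase; Schedule: 50 min enzyme reaction, room temperature, light-protected; Technique: FRET fluorescence in CFP and YFP emission channels; Controls: no-enzyme wells low, DMSO-plus-enzyme wells high control.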
beta cell repl: inducers of beta-cell replication in MIN6 cells | MIN6 cells proliferation, ATPlite luminescence, 48 h; cells starved in 0.2% serum; 100% = growth in 10% serum | proliferation, % at 10 µM | 0.29% of 330,000 active;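 active means compounds whose signal lies at least 3.5 SD above the mean of all wells on their plate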;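 further: 0% = DMSO-treated cells in low-serum medium and 100% = 10% serum control; some compounds called inactive have numbers as strong as hits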
mIAP act: increases mouse intestinal alkaline phosphatase activity; muIAP, CDP-Star luminescence, 30 min; active compounds read high; 1 = vehicle-only enzyme signal, 0 = enzyme-free wells; activation factor at 10 µM; 0.24% of 330,000 active;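 active means activation factor of at least 2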; further: the source names both 10 and 20 µM as test concentration; values of inactives mirror those of a sister screen read the other way
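System: mouse IAP enzyme. Reagent: CDP-Star chemiluminescent phosphatase substrate. Benchmarks: DMSO wells, no-enzyme wells. Times: 30 min enzyme-substrate-compound incubation at room temperature. Detection: luminescence from enzymatic CDP-Star hydrolysis. Doses: test compounds delivered from DMSO solution.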
A3G deaminase: blocks human APOBEC3G single-stranded DNA deamination | Q9HC16 | recombinant A3G, ssDNA deamination FAM/TAMRA fluorescence | inhibition, % at 20 µM | 0.28% of 330,000 active;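 active means inhibition of at least 40% at 20 µM, with no more than 30% in the related APOBEC3A deaminase screen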;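 further: plate controls were DMSO wells with A3G for no effect and wells lacking A3G enzyme for full effect; some compounds called inactive have numbers as strong as hits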
Target sequence (Q9HC16 whole entry, looked up): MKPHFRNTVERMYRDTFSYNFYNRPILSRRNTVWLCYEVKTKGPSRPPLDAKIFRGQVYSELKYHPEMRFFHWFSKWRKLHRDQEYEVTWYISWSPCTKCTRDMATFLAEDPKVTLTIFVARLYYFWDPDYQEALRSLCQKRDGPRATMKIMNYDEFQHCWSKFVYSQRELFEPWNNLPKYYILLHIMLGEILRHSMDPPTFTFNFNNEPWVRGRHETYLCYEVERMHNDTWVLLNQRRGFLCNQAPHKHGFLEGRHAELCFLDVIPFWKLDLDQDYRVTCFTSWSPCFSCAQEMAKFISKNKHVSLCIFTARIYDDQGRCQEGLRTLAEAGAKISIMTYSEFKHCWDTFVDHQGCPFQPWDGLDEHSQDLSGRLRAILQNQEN
hIAP act: human IAP activation | purified human IAP, CDP-Star luminescence, 30 min; active compounds read high; 1 = vehicle-only enzyme, 0 = enzyme-free background | activation factor at 10 µM | 0.16% of 330,000 active | AID 2524;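 active means activation factor of the enzyme at least 2-fold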; further: the source names both 10 and 20 µM as test concentration; values of inactives mirror those of a sister screen read the other way
Target sequence (P09923 whole entry, looked up): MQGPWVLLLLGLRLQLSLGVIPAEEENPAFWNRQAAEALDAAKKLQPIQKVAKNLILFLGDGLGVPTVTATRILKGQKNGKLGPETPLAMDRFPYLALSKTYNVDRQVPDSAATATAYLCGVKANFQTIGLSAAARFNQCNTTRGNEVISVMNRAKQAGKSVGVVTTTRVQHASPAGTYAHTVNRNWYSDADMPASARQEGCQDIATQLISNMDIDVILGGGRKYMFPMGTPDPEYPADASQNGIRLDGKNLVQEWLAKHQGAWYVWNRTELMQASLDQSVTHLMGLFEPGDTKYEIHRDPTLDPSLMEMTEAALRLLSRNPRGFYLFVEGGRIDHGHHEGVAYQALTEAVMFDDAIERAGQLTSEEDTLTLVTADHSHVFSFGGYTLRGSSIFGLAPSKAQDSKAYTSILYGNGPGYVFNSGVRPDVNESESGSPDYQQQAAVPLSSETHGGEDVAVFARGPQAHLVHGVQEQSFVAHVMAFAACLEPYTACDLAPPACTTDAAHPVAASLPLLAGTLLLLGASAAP
mIAP inh: mouse IAP inhibition; purified mouse IAP, CDP-Star luminescence, 30 min; inhibition, % at 10 µM; 0.2% of 330,000 active; AID 2806;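 active means inhibition of at least 40% at 10 µM in the primary screen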;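 further: plate controls were DMSO with enzyme for no effect and no enzyme wells for full effect; values of inactives mirror those of a sister screen read the other way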
hIAP inh: blocks human intestinal alkaline phosphatase | purified IAP, CDP-Star luminescence, 30 min | 0.12% of 330,000 active | AID 2544 | P09923 | inhibition, % at 10 µM;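 active means inhibition reaching a set limit with compound at 10 µM in the primary screen, cut at about 35% in these data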;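 further: plate controls were DMSO wells with enzyme for no effect and no-enzyme buffer wells for full effect; values of inactives mirror those of a sister screen read the other way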
APOBEC3A inh: human APOBEC3A DNA deaminase inhibition; AID 493011; inhibition, % at 20 µM; 0.41% of 330,000 active; recombinant A3A, FAM/TAMRA ssDNA deamination fluorescence;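 active means at least 40% inhibition at 20 µM here, with at most 30% in a related deaminase screen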;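 further: plate controls were A3A with DMSO for no effect and wells lacking A3A enzyme for full effect; some results filed as inactive read as strong as hits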
NLRP3 yeast inh: NALP3 inhibition in yeast | 0.39% of 330,000 active | inhibition, % at 10 µM | Yeast reconstituted NLRP3/ASC/caspase-1, beta-gal luminescence, 24 h;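 active means inhibition of 50% or more; inactive means inhibition below 50%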;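 further: plate controls were induced DMSO wells for no effect and uninduced yeast grown without galactose for full effect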
Numbers without * were called inactive; . = no result given. This is a subset; count on the stated rates, not on these rows.

SMILES	SENP1 inh	beta cell repl	mIAP act	A3G deaminase	hIAP act	mIAP inh	hIAP inh	APOBEC3A inh	NLRP3 yeast inh
NS(=O)(=O)c1cccc(NC(=O)COC(=O)CC2Sc3ccccc3NC2=O)c1 (stereo not given)	0	-2	1	-8	1	-1	-2	0	12
COCC(=O)N1CCCC(C(=O)c2ccc3c4c(cccc24)CC3)C1 (stereo not given)	2	-3	0.93	0	0.91	7	9	3	18
O=C(CSC1CS(=O)(=O)c2cc([N+](=O)[O-])ccc21)NNC(=O)c1ccc(Cl)cc1 (stereo not given)	1	-4	0.86	-4	1	14	-4	-1	12
Cc1cc(C)nc(NC(=O)/C=C/c2ccc3c(c2)OCO3)c1	-1	-3	0.98	-5	0.94	2	6	-1	-15
O=C(NCCCN1CCOCC1)C1CCN(S(=O)(=O)c2ccccc2)CC1	1	1	0.98	-14	0.86	2	14	-1	14
COc1ccc(CNC(=O)CN(Cc2ccc(C)cc2)S(=O)(=O)c2ccc(Cl)cc2)cc1	1	-6	1.2	-8	1.1	-20	-12	0	-6
COc1ccc2[nH]cc(C(=O)CN3CCCC(C)C3)c2c1 (stereo not given)	-1	0	0.99	-4	0.87	0	13	0	6
CC(C)[C@H](NS(=O)(=O)c1ccccc1)C(=O)OCC(=O)NC(=O)c1cccn1C	-2	0	1	-10	1.1	-4	-11	-2	3
CC(=O)Nc1sc(C)c(C)c1C(=O)OCC(=O)N(CC(C)C)c1c(N)n(Cc2ccccc2)c(=O)[nH]c1=O	-1	-1	1.1	-6	1.2	-6	-17	3	-3
CCOc1ccc(CN2CCN(Cc3cc4ccccc4o3)CC2CCO)cc1 (stereo not given)	2	1	1	-2	1.1	-4	-6	-3	15
O=C(Nc1c(-c2ccccc2)nc2ccccn12)c1ccccc1	1	-3	0.76	5	1.3	24	-26	1	3
O=C(NC(=S)NCc1ccccc1)c1cccnc1	-1	-4	1.1	-4	1	-11	-4	1	7
O=C(CC(=O)c1ccccc1)Nc1ccccc1	14	-1	0.95	-3	0.93	5	7	-2	28
Cn1cccc1C(=O)NC(=O)COC(=O)C12CC3CC(CC(O)(C3)C1)C2	-4	-1	0.96	0	0.94	4	6	0	13
CC(=O)NCCC(=O)Nc1sc2c(c1-c1nc3ccccc3[nH]1)CCCC2	1	0	1	-4	1.2	-1	-22	-1	6
CCC1CCCCN1C(=S)NC(=O)c1ccc([N+](=O)[O-])cc1 (stereo not given)	2	0	0.97	-5	1.1	3	-5	1	19
O=C(OC(C(=O)c1c[nH]c2ccccc12)c1ccccc1)c1cnccn1 (stereo not given)	2	0	0.95	-2	0.91	5	9	-1	1
CCN(CC(=O)NCc1cccs1)C(=O)c1ccccc1F	-1	-3	0.98	2	0.99	2	1	6	0
Cc1coc2cc3oc(=O)ccc3cc12	-2	4	0.99	-6	1.2	1	-18	-1	3
CCCCCCc1ccc(N2C[C@H](CCCCC)[C@@H](CC(=O)NCc3ccccc3)C2=O)cc1	0	-8	2.3*	-8	0.91	-134	9	-2	4
Cc1ccc2c(Cl)c(C(=O)NCC(c3ccco3)N3CCCC3)sc2c1 (stereo not given)	3	-7	0.96	-3	1.3	4	-27	-2	26
O=C(CNCc1cccs1)Nc1cc(S(=O)(=O)N2CCCC2)ccc1Cl	-4	0	1.1	2	1.2	-7	-25	2	-2
CC(=O)c1ccc(N2CCN(C(=O)Cn3cnc(S(=O)(=O)N4CCCCC4)c3)CC2)cc1	1	-1	1	-2	0.98	0	2	-2	-6
CCOC(=O)c1c(-c2ccco2)csc1NC(=O)CSc1nnc(N)s1	-2	-3	0.72	10	1.2	28	-18	20	9
CCCOc1ccc(-c2nnn(CC(=O)N3CCC(C)CC3)n2)cc1	2	-1	1	-7	1	0	-4	-3	26
C[C@H](OC(=O)n1ccnc1)[C@@H]1O[C@@]2(C)CCC[C@@H]1O2	3	5	0.97	-6	0.95	3	5	-1	20
COc1ccc(NC(=O)CCN2CCCC(C)C2)cc1 (stereo not given)	-1	-3	0.93	-3	1.1	7	-6	-2	7
CCn1ncc(/C=C/C(=O)NCc2cnn(C)c2C)c1C	1	0	0.94	-7	0.85	6	15	1	-1
COc1cc(OC)cc(-c2c(-c3ccc(F)cc3)c3cc(-c4cccc5[nH]ccc45)ccc3n2C)c1	1	-7	1.1	-9	1	-6	-2	-2	8
CCC(C)NC(=O)CNC(=S)N(CCCN1CCOCC1)Cc1cccs1 (stereo not given)	3	0	0.81	1	1.1	18	-5	5	1
O=C(O)c1cccc(S(=O)(=O)Nc2cccc3ccccc23)c1	0	-4	0.98	-4	1	2	-2	0	6
CNC(=O)c1ccc(OC2CSC2)cc1	0	-1	0.99	1	0.99	1	1	-2	-2
COc1cccc(C2C(C(C)=O)=C(O)C(=O)N2CCc2c[nH]c3ccccc23)c1 (stereo not given)	3	-1	1	-3	0.91	-5	9	0	15
CC(=O)Nc1ccc(S(=O)(=O)N2CCN(C(=O)c3ncoc3-c3cccc(C)c3)CC2)cc1	2	-1	0.93	-10	0.89	7	11	-4	11
Cc1c(Cl)cccc1NC(=O)CCCN1C(=O)CCC1=O	-1	-2	1	-5	1.1	-1	-6	0	7
COc1ccc(/C=N\NC(=O)c2ccccc2OC)cc1COc1ccccc1C	1	-5	1	-4	1	-1	-4	0	15
Cc1ccc(Cl)cc1NC(=O)NCc1cccnc1	1	0	1.2	-9	1	-22	0	1	4
CCOCC(=O)Nc1cc(Cl)c(OC)cc1OC	.	6	0.97	1	0.99	3	1	0	25
CC(C)[C@H](NC(=O)c1ccco1)C(=O)N(C)Cc1c(F)cccc1Cl	-1	0	1	1	1.1	-2	-9	2	24
C#CC(=O)N(c1ccc(OC)c(OC)c1)C(C(=O)NC1CCCC1)c1cccs1 (stereo not given)	2	-5	1.1	-5	0.97	-10	3	-4	-7
CC(=O)N1CCN(CCS(=O)(=O)c2ccc(Br)cc2)CC1	2	-1	1	-5	0.9	-1	10	-3	5
Cc1cc(C)c(-c2cc(C(=O)Nc3c(C)n(C)n(-c4ccccc4)c3=O)[nH]n2)c(O)c1	0	-3	0.92	-5	0.92	8	8	0	11
CCOC(=O)C1CCN(S(=O)(=O)c2c[nH]c(=O)[nH]c2=O)CC1	3	11	1	18	1.1	0	-9	-2	-8
Cc1cc(Br)ccc1NC(=O)C1CSC2(C)CCC(=O)N12 (stereo not given)	1	-1	0.92	-8	0.95	8	5	-5	23
CC(C)C[C@@H](C(=O)NCC1CCCO1)N1C(=O)N2CCc3c([nH]c4ccccc34)[C@@]2(C)C1=O (stereo not given in full)	-1	-1	1	-8	1.1	-5	-14	-3	1
NC(=O)C1CCN(CC(=O)Nc2ccccc2N2CCOCC2)CC1	0	-3	0.94	2	0.98	6	2	2	6
CC1(C)NC(=O)N(CC(=O)Nc2ccc(-n3cnnn3)cc2)C1=O	0	-1	1.2	-3	1	-24	-1	13	7
COc1ccc(C(C(=O)NC2CCCC2)N(CCO)C(=O)Cn2nnc(-c3ccc(C)o3)n2)cc1 (stereo not given)	1	1	0.99	-11	1.1	1	-6	-4	12
CC#CC(=O)N1CCC(n2nccc2NC(=O)c2ccc3c(c2)OCO3)CC1	0	4	1	22	0.96	-4	4	2	19
O=C(Cn1c(-c2cncs2)nc2ccccc21)NC1CCCC1	1	0	1.1	-7	1.3	-10	-28	-1	18

Single values from the results shown.
NLRP3 yeast inh with `CC#CC(=O)N1CCC(n2nccc2NC(=O)c2ccc3c(c2)OCO3)CC1` is entered as 19
mIAP act with `NC(=O)C1CCN(CC(=O)Nc2ccccc2N2CCOCC2)CC1` is entered as 0.94
A3G deaminase with `COc1ccc(C(C(=O)NC2CCCC2)N(CCO)C(=O)Cn2nnc(-c3ccc(C)o3)n2)cc1` (stereo not given) is entered as -11
NLRP3 yeast inh with `CCOC(=O)C1CCN(S(=O)(=O)c2c[nH]c(=O)[nH]c2=O)CC1` is entered as -8

Entries listed so far containing a nitro group on carbon:
SMILES	SENP1 inh	beta cell repl	mIAP act	A3G deaminase	hIAP act	mIAP inh	hIAP inh	APOBEC3A inh	NLRP3 yeast inh
O=C(CSC1CS(=O)(=O)c2cc([N+](=O)[O-])ccc21)NNC(=O)c1ccc(Cl)cc1 (stereo not given)	1	-4	0.86	-4	1	14	-4	-1	12
CCC1CCCCN1C(=S)NC(=O)c1ccc([N+](=O)[O-])cc1 (stereo not given)	2	0	0.97	-5	1.1	3	-5	1	19

Entries of single compounds, quoted from the list. Order of screens: SENP1 inh, beta cell repl, mIAP act, A3G deaminase, hIAP act, mIAP inh, hIAP inh, APOBEC3A inh, NLRP3 yeast inh
`COc1ccc(C(C(=O)NC2CCCC2)N(CCO)C(=O)Cn2nnc(-c3ccc(C)o3)n2)cc1` (stereo not given) across the screens: 1, 1, 0.99, -11, 1.1, 1, -6, -4, 12
`NC(=O)C1CCN(CC(=O)Nc2ccccc2N2CCOCC2)CC1` across the screens: 0, -3, 0.94, 2, 0.98, 6, 2, 2, 6
`O=C(Cn1c(-c2cncs2)nc2ccccc21)NC1CCCC1` across the screens: 1, 0, 1.1, -7, 1.3, -10, -28, -1, 18

A second format for some results above:
NC(=O)C1CCN(CC(=O)Nc2ccccc2N2CCOCC2)CC1
  SENP1 inh: 0; beta cell repl: -3; mIAP act: 0.94; A3G deaminase: 2; hIAP act: 0.98; mIAP inh: 6; hIAP inh: 2; APOBEC3A inh: 2; NLRP3 yeast inh: 6
CC1(C)NC(=O)N(CC(=O)Nc2ccc(-n3cnnn3)cc2)C1=O
  SENP1 inh: 0; beta cell repl: -1; mIAP act: 1.2; A3G deaminase: -3; hIAP act: 1; mIAP inh: -24; hIAP inh: -1; APOBEC3A inh: 13; NLRP3 yeast inh: 7

Later entries.
SMILES	SENP1 inh	beta cell repl	mIAP act	A3G deaminase	hIAP act	mIAP inh	hIAP inh	APOBEC3A inh	NLRP3 yeast inh
COc1ccc(-c2cc(C(=O)Nc3cc(S(=O)(=O)N4CCOCC4)ccc3N3CCOCC3)c3ccccc3n2)cc1	-6	-2	0.96	-10	0.82	4	18	-5	15
Cc1cc(NC(=O)c2ccc(F)cc2)no1	3	0	1	0	0.79	-3	21	-1	-1
Cc1ccc(S(=O)(=O)NCC(=O)OCC(=O)N(CCC#N)c2ccccc2)cc1	-2	-1	1.1	-2	0.98	-6	2	0	10
COCCn1c(SCC(=O)Nc2ccc(S(N)(=O)=O)cc2)nc2ccccc21	2	-3	0.99	-9	0.97	1	3	1	8
CC(=O)Nc1cccc(OCC(=O)Nc2ccc(F)cc2)c1	0	-2	1	-2	1	-4	0	2	13
O=C(CSc1nnc2c(n1)[nH]c1ccc(S(=O)(=O)N3CCOCC3)cc12)Nc1ccc(F)c(F)c1	-1	-1	0.88	-6	1	12	-4	-3	3
COP(=O)(OC)c1nc(-c2ccc(C)cc2)oc1N1CCCCC1	-30	-1	1	-3	1	-3	-1	0	13
Cc1ccc(NC(=O)CCS(=O)(=O)c2cccc3nonc23)c(Br)c1	1	-1	1	3	1.1	0	-6	3	19
COCCNc1ncnc2c1cnn2Cc1ccccc1Cl	2	1	0.99	-7	1	1	-2	-4	6
